Compound activity deposited in PubChem by several laboratories.
Autofluor 339 – intrinsic fluorescence of library compounds, ex339/em460 – biochemical, MLSMR library, data from DPM-DC assay, artefact control, profiling panel | compound autofluorescence, ex339/em460 nm, NADH buffer; active compounds read high; 1 = no-compound wells, NADH background | fluorescence fold increase at 10 µM | 65,000 compounds, 5.5% hits;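 active means at 10 µM, mean starting fluorescence two-fold or more over control wells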;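 further: signal is the first read of a kinetic run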
ROCK2 blocker – inhibitors of human ROCK2 kinase, primary screen, biochemical, high-throughput, luminescence; Rho-associated protein kinase 2 (Homo sapiens), O75116; purified ROCK2, Kinase-Glo ATP depletion luminescence; inhibition, % at 6 µM; 60,000 compounds, 0.35% hits;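 active means inhibition above the screen-wide mean inhibition plus 3 SD, cut at about 18% in these data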;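 further: plate controls were DMSO wells for no effect and Y-27632 control wells after no-enzyme background subtraction for full effect; many of its hits are not listed in these tables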
Cdc25B block – inhibitors of Cdc25B phosphatase catalytic domain, primary screen, biochemical, OMFP fluorescence | M-phase inducer phosphatase 2 (Homo sapiens), P30305 | recombinant Cdc25B, OMFP fluorescence Ex485/Em525 | inhibition, %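 (compounds tested at 10 µM final in the well)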 | 65,000 compounds, 0.1% hits; in the data active means inhibition above about 50%
Target sequence (P30305 whole entry, looked up, the tested form may be a part): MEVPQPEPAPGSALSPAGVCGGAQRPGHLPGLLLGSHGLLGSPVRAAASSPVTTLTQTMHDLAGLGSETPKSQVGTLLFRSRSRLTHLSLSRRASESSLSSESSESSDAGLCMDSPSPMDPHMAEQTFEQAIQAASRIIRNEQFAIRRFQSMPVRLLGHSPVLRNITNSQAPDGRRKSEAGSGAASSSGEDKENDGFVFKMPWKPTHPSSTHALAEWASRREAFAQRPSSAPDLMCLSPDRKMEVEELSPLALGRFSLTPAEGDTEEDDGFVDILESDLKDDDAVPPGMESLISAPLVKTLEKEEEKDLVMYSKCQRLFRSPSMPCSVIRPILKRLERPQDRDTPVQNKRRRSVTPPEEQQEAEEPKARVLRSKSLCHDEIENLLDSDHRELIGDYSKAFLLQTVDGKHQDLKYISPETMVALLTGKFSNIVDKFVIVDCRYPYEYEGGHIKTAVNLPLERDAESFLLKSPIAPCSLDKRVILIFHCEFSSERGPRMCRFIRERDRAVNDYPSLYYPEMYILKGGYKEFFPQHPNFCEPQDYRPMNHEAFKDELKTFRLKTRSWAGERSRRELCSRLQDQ
DUSP1 inh – MKP-1 phosphatase inhibitors, primary screen, biochemical, in vitro. recombinant MKP-1, OMFP hydrolysis fluorescence. 65,000 compounds, 0.15% hits. Dual specificity protein phosphatase 1 (Homo sapiens), P28562. inhibition, %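 (compounds tested at a single concentration somewhere between 10 and 100 µM)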;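 active means inhibition above about 50%, limit read from the data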;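 further: 0% = DMSO max control wells and 100% = wells with enzyme stopped by NaOH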
Target sequence (P28562 whole entry, looked up): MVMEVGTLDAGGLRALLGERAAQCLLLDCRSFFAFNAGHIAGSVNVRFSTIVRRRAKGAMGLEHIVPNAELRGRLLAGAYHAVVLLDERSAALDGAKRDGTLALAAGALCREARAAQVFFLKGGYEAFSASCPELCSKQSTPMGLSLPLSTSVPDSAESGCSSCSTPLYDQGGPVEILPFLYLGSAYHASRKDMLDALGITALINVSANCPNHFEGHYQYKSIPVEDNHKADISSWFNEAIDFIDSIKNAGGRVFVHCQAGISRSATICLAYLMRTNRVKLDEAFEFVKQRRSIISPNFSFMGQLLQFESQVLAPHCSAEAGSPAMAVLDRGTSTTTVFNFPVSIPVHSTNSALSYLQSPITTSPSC
HER2 expr 66K – inhibitors of Her2 protein expression, primary screen, SKBR-3 cells, AlphaScreen, 66K library; HER2 level % of control, % at 10 µM; Receptor tyrosine-protein kinase erbB-2 (Homo sapiens), P04626; AID 645, 2007; 65,000 compounds, 0.69% hits; SKBR-3 HER2 protein level, 18-24 h; active compounds read low;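 active means HER2 level under 5% of the carrier-only control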;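 further: 100% = DMSO carrier and 0% = 500 nM PU-H71 HSP90 inhibitor; lower value means stronger loss of Her2 protein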
JNK3 inh – JNK3 kinase activity inhibitors, primary screen, biochemical, human, purified enzyme. Mitogen-activated protein kinase 10 (Homo sapiens), P53779. HTS. inhibition, % at 8 µM. 60,000 compounds, 0.61% hits; in the data active means inhibition above about 17%;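 further: 0% = DMSO and 100% = reference inhibitor; many of its hits are not listed in these tables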
Hsp90 inh – tumor Hsp90 inhibitors, primary screen, cell lysate, fluorescence polarization, NCI-N417 lysate | inhibition, % at 30 µM | 64,000 compounds, 0.35% hits | Cy3B-geldanamycin FP displacement | AID 429, 2006;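 active means inhibition above 50%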;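 further: 0% = tracer plus lysate wells and 100% = tracer alone without lysate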
Abs 340nm – compound light absorbance at 340 nm, profiling panel, artefact control, biochemical, MLSMR library, data from PS, PMK, MK assays; 65,000 tested, under 10 active; compound absorbance at 340 nm, fold over control; AID 708, 2007; fold change at 10 µM;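 active means at 10 µM dose, initial 340 nm absorbance at least 2 fold that of control wells; inactive means change under 2 fold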;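 further: initial absorbance extrapolated from kinetic A340 decline of NADH oxidation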
PKA kinase inh – inhibitors of human PKA kinase activity, primary screen, biochemical, ATP-depletion luminescence, Kemptide substrate | PKA Kemptide phosphorylation, Kinase-Glo ATP luminescence | inhibition, % at 6 µM | 65,000 compounds, 0.1% hits;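 active means inhibition above the screen-wide mean inhibition plus 3 SD, cut at about 21% in these data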; further: many of its hits are not listed in these tables
Starred values were filed as active, the others as inactive; / = not tested or not shown.

SMILES	Autofluor 339	ROCK2 blocker	Cdc25B block	DUSP1 inh	HER2 expr 66K	JNK3 inh	Hsp90 inh	Abs 340nm	PKA kinase inh
NC(=O)C[C@@H]1N[C@]2(C(=O)Nc3ccccc32)[C@@H]2C(=O)N(c3cc(C(F)(F)F)ccc3Cl)C(=O)[C@H]12	1.2	1	3	-6	79	0	-5	1	5
Cc1ccsc1-c1nc(CSCC(=O)N2CCN(c3ccccc3)CC2)c(C)o1	1.1	4	-15	2	82	2	0	1	6
Cc1cccc(OCCC(=O)Nc2c(C)n(C)n(-c3ccccc3)c2=O)c1	1.1	3	23	0	83	3	0	0.98	2
O=C(NC1CCCCCCC1)c1ccc(CNc2c(N3CCOCC3)c(=O)c2=O)cc1	1	6	6	18	98	4	-1	1	3
Cc1ccc(-n2c(SCC(=O)Nc3ccc4c(c3)OCO4)nnc2-c2cccs2)cc1	1.3	-1	-6	6	60	3	-8	1	-4
COc1ccc(NC(=O)c2ccco2)cc1NC(=O)c1cccc(OC(C)C)c1	1.2	-2	-12	31	88	-6	-2	0.96	-3
CCCCCOC(=O)C1[C@H]2C(=O)N(c3ccccc3CC)C[C@]23C=C[C@H]1O3 (stereo partly drawn)	1.1	1	-1	-4	118	3	-2	0.99	-2
COc1cccc(-c2nc(CSCC(=O)NCC3CCCO3)c(C)o2)c1 (stereo not drawn)	1	4	1	12	78	5	0	1	12
CCOC(=O)NCc1cc(-c2nn(C)c(=O)c3ccccc23)ccc1C	1.1	6	-6	5	98	0	3	1.1	5
Cc1nn(-c2cccc(Cl)c2)c2c1C(c1ccncc1)C(C#N)=C(N)O2 (stereo not drawn)	1.1	12	-2	-24	78	1	-6	1	4
CCCC(=O)Nc1ccccc1NC(=O)CN(C)S(=O)(=O)c1ccc(C)cc1	1	6	-1	4	127	2	-2	1	10
CCCN(CCC)C(=O)CC(c1ccc(F)cc1)c1ccco1 (stereo not drawn)	1.1	-10	1	-7	90	3	-14	1	-12
CCN(CC)CCCn1c(C)cc2c(c1=O)C(c1cccc(Cl)c1)C(C#N)=C(N)O2 (stereo not drawn)	1.1	-6	26	3	70	2	-3	1	3
CCOC(=O)c1cc2c(=O)n3ccccc3nc2n(CC2CCCO2)c1=NC(C)=O (stereo not drawn)	2*	/	-11	1	/	/	-2	1	6
CC(C)C(c1nnnn1C1CCCC1)N1c2ccccc2CC1C (stereo not drawn)	0.97	3	-15	8	82	-1	-1	0.98	3
O=C(CN1C(=O)c2ccccc2S1(=O)=O)NCc1cccnc1	1.1	6	-15	-23	133	2	4	1	9
COc1nc(N(C)C)nc(N(OC)S(=O)(=O)c2ccccc2Cl)n1	1.1	5	1	28	96	0	6	1	5
c1ccc(Nc2nc(-c3cccs3)cs2)nc1	1.1	0	-5	6	59	-1	-1	0.98	0
O=C(NCCCn1ccnc1)C1CC(c2cccc(Br)c2)=NO1 (stereo not drawn)	1.1	7	0	1	67	13	-3	1	1
N#CC(C(=O)Nc1ccccc1)=C1CCCCC1	1	4	-11	-6	116	10	-2	0.99	8
CCCC1=C(C(=O)OCC)C(c2ccc(F)cc2)n2ncnc2N1 (stereo not drawn)	1.1	4	-19	12	137	4	0	1	6
Cc1cc(C)c2[nH]c(=O)c(CN(CC3CCCO3)S(=O)(=O)c3ccc4c(c3)OCCO4)cc2c1 (stereo not drawn)	1.6	9	1	12	92	-4	-2	1	4
COc1ccc(N(C(=O)c2cccnc2)S(=O)(=O)c2ccc3c(c2)n(C)c(=O)n3C)cc1	1.1	-7	-5	11	89	3	3	1	-4
NC(=O)c1ccccc1-c1nc(-c2ccccc2)no1	1.1	5	-6	-14	84	2	-2	1	9
O=C1CN(C(=O)COC(=O)C2CC(=O)N(Cc3ccco3)C2)c2ccccc2N1 (stereo not drawn)	1.1	/	-19	5	/	/	/	1	10
CCOC(=O)Cc1csc(NC(=O)c2cccnc2)n1	1.1	2	1	1	152	2	-14	1	2
O=C(Nc1ccc(F)c(F)c1)c1ccc(F)c(S(=O)(=O)N2CCOCC2)c1	1.1	/	5	26	35	/	-1	0.98	-3
Cn1c(CCCNC(=O)c2ccccc2)nc2ccccc21	0.99	/	-1	-4	93	/	-3	1	-6
O=C(Nc1ccccc1)N1CCCC2CCCCC21 (stereo not drawn)	1.1	4	-9	-1	52	1	4	1	8
COCc1cc(C)nc2sc(C(=O)N3CCN(c4ccccc4)CC3)c(N)c12	1.2	3	-22	10	151	-5	-3	1.1	5
Cc1cccn2c(=O)c3cc(C(=O)NCc4ccccn4)n(C)c3nc12	5*	9	-2	33	91	3	1	1.1	10
Nc1nn(S(=O)(=O)c2cccc3nsnc23)cc1-c1ccc(Br)cc1	1.1	6	2	5	115	-1	1	1.1	7
Cn1c(=O)oc2cc(S(=O)(=O)N3CCN(C(=O)c4ccco4)CC3)ccc21	1	-2	-2	-2	98	-6	0	1	-9
CCOC(=O)CN1C(=O)COc2ccc(Cl)cc21	1.1	/	-11	22	102	/	-4	0.98	7
COc1cccc(-c2csc(N3CCN(S(=O)(=O)c4ccc(F)cc4)CC3)n2)c1	1.1	0	0	4	77	7	-1	0.98	2
CCOC(=O)C1=C(c2ccccc2)Nc2ncnn2C1c1ccccn1 (stereo not drawn)	1.1	3	2	-7	103	-11	-1	1	10
COc1ccc(CCN(Cc2nc(-c3ccccc3)no2)Cc2nc(-c3ccccc3)no2)cc1OC	1.2	0	-4	9	95	-6	-3	1	-4
O=C(c1ccc(C#CC2(O)CCCCC2)cc1)N1CCOCC1	1.1	-2	-19	1	83	2	-3	1	4
CCn1cc(Br)c(C(=O)Nc2ccc(C(=O)OC(C)C)cc2)n1	1.1	2	-3	-1	119	-4	-6	1	0
CCOC(=O)c1cccc(NC(=O)CSc2nc3ccccc3c(=O)n2CC)c1	1.1	10	-8	-7	86	-6	-1	1	14
O=C(Nc1cnc2ccccc2c1)c1cccc(-n2cnnn2)c1	1.1	4	2	-9	62	4	-3	1	4
O=C(NC1CCCCCC1)C1c2ccccc2C(=O)N1CCCN1CCOCC1 (stereo not drawn)	1.1	0	-8	5	90	3	-1	0.97	-1
O=C(NCc1ccc2c(c1)OCO2)C1CCCN(S(=O)(=O)c2cccs2)C1 (stereo not drawn)	1.1	6	-5	-6	103	0	-3	1	1
Cc1cnn(C(=O)c2oc3ccccc3c2C)c1	1.1	2	-17	3	84	2	-2	1.1	10
c1ccc(-c2nn3c(-c4ccccc4)nnc3s2)cc1	1.1	-5	3	-9	58	2	-1	1	-7
COc1ccc(-n2nc(C(=O)O)c3ccccc3c2=O)c(OC)c1	1.1	6	-2	-7	98	-1	1	1	8
COc1ccc(C(=O)Cn2c(N3CCOCC3)nc3c2c(=O)n(C)c(=O)n3C)cc1	0.96	2	7	-18	83	-1	-2	1	6
COC(=O)COc1ccc(S(=O)(=O)NCc2ccncc2)cc1	1	0	1	1	125	4	-18	1	-3

Arranged by molar mass (lowest first): some entries from above
SMILES	Autofluor 339	ROCK2 blocker	Cdc25B block	DUSP1 inh	HER2 expr 66K	JNK3 inh	Hsp90 inh	Abs 340nm	PKA kinase inh
O=C(Nc1ccccc1)N1CCCC2CCCCC21 (stereo not drawn)	1.1	4	-9	-1	52	1	4	1	8
COc1ccc(-n2nc(C(=O)O)c3ccccc3c2=O)c(OC)c1	1.1	6	-2	-7	98	-1	1	1	8
COC(=O)COc1ccc(S(=O)(=O)NCc2ccncc2)cc1	1	0	1	1	125	4	-18	1	-3
CCCCCOC(=O)C1[C@H]2C(=O)N(c3ccccc3CC)C[C@]23C=C[C@H]1O3 (stereo partly drawn)	1.1	1	-1	-4	118	3	-2	0.99	-2
CCOC(=O)c1cccc(NC(=O)CSc2nc3ccccc3c(=O)n2CC)c1	1.1	10	-8	-7	86	-6	-1	1	14

Other records:
SMILES	Autofluor 339	ROCK2 blocker	Cdc25B block	DUSP1 inh	HER2 expr 66K	JNK3 inh	Hsp90 inh	Abs 340nm	PKA kinase inh
CS(=O)(=O)N(Cc1ccco1)CC(O)Cn1c2ccccc2c2ccccc21 (stereo not drawn)	1.1	5	-14	5	83	0	-2	1	11
CCOc1ccccc1N1CCN(S(=O)(=O)c2cccc3nsnc23)CC1	1	1	3	3	92	-7	-9	0.99	-5
Cc1ccc(S(=O)(=O)N(C)CCCC(=O)NCc2ccc3c(c2)OCO3)cc1	1.1	-2	-10	1	92	-3	-5	1	-1
Cc1nc2ccc(-n3ccc(=O)cc3)cc2s1	1.1	/	-13	-2	97	/	/	1	7
CC1(C)CC(=O)C2=C(C1)OC(N)=C(C#N)C21CCN(C(=O)OCc2ccccc2)CC1	1.1	-13	-12	2	81	0	-7	1	-7
CCn1c2ccccc2c2cc(C3C(C#N)=C(C)NC(C)=C3C#N)ccc21	4.8*	0	-7	25	121	-1	-2	1	-2
CCOc1ccc(S(=O)(=O)NCCC(=O)OC(C)C(=O)N2CCc3ccccc32)cc1 (stereo not drawn)	1	-2	-24	8	138	-6	-1	1	-4
CCc1cccc(CC)c1N(COC)C(=O)Cn1nnc2ccccc21	1.1	8	1	-5	55	-4	-1	1	2
CCCCn1c(=O)[nH]c(=O)c2c1nc(-c1ccncc1)n2CCOC	1.4	5	-11	-16	110	-1	-5	0.99	11
CCn1c(NC(=O)Nc2ccccc2OC)nc2ccccc21	1.1	/	-25	3	97	/	/	1.1	-1
Cc1c(NC(=O)CCN2C(=O)c3ccccc3C2=O)c(=O)n(-c2ccccc2)n1C	1	6	-5	9	96	7	-1	1	8
CC(C)c1nnc(NC(=O)CCC(=O)N2CCN(C3CCCCC3)CC2)s1	0.97	4	-1	-15	93	5	0	1	4
Cc1ccc(S(=O)(=O)N(C)CC(=O)N2CCc3ccccc32)cc1	1.1	-4	-1	7	109	6	-7	1.1	-7
CCOC(=O)c1cnn(-c2nc(CC)nc3sc4c(c23)CCC4)c1N	0.94	5	-11	4	147	-1	-1	1	10
O=C(CN1CCN(Cc2ccc3c(c2)OCO3)CC1)N1CCc2[nH]c3ccccc3c2C1	1.2	0	2	26	83	2	-3	1	0
O=S(CC(O)COCc1ccc(Cl)cc1)c1ccccn1 (stereo not drawn)	1.1	4	-14	6	104	-3	-1	0.99	7
CCOC(=O)c1cccc(NC(=O)CCS(=O)(=O)c2cccc3nsnc23)c1	1.1	/	-13	9	120	/	/	1.1	4
CCOC(=O)N1CCN(C(=O)CSc2nc3c(c(=O)n2-c2ccccc2OC)SCC3)CC1	1.1	-3	-1	5	74	0	0	1.1	-3
CC(C)(C)NC(=O)c1ccc(NC(=O)C2COc3ccccc3O2)cc1 (stereo not drawn)	0.91	/	4	2	57	/	/	1	9
COC(=O)c1ccccc1NC(=O)NCc1ccccn1	1.5	-1	3	-4	87	-3	-1	1.1	0
CN(C(=O)COC(=O)c1nc(-c2ccccc2)n(-c2ccccc2)n1)C1CCS(=O)(=O)C1 (stereo not drawn)	1	4	-8	16	112	0	1	1	5
C=CCn1c(COc2ccc(Cl)cc2)nnc1SCC(=O)NCC(=O)OCC	1.1	0	-9	-29	87	2	-1	1	1
Cc1c(NC(=O)CC2CC(C)OC2=O)c(=O)n(-c2ccccc2)n1C (stereo not drawn)	1.1	4	8	9	96	0	1	0.97	-1
COc1ccc2[nH]c(=O)c(C(c3nnnn3C(C)(C)C)N(Cc3ccco3)CC3CCCO3)cc2c1 (stereo not drawn)	1.6	-8	-11	18	84	-19	-1	1	-4
CC(=O)Nc1ccc(SCC(=O)c2cc(C)n(Cc3cccs3)c2C)cc1	1.1	1	-27	1	90	-7	0	1	-4

Only part of the results is shown. The share of hits here may be higher or lower than overall.
